NPSR antagonist: blocks cAMP signaling of the human neuropeptide S receptor; CHO-NPSR cells, cAMP TR-FRET, antagonist mode; Potency, µM (doses to about 38.3 µM), for inactives: at the top dose activity change, negative = inhibition, hits mostly inhibitors; 220,000 tested, 1% active; AID 1461; further: on the % scale 0 is the no-effect control and ±100 the full control effect; nearly all actives have a fitted effect of over 50% in size; many of its hits are not listed in these tables
Target sequence (Q6W5P4 whole entry, looked up): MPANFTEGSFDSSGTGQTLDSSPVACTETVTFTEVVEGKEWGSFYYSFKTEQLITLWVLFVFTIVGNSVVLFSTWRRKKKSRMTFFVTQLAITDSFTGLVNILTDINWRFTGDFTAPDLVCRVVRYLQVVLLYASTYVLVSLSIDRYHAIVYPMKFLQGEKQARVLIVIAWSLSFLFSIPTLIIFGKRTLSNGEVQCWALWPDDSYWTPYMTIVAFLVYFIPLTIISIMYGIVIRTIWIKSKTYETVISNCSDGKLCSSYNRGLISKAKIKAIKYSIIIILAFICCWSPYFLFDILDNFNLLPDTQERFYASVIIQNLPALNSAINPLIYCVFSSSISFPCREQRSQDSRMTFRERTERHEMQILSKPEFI
aGlu spleen mod: inhibits or activates alpha-glucosidase in human spleen homogenate; P10253; AID 2112; 240,000 tested, 0.006% active; Potency, µM (highest dose often 79.9 µM), for the others: at the top dose activity change, negative = inhibition, usual class: inhibitors; human spleen homogenate, 4-MU-alpha-glucoside fluorescence;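 further: 0% = enzyme with vehicle and -100% = no enzyme basal signal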
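Human spleen homogenate (1 ug) with 4-methylumbelliferyl-alpha-D-glucopyranoside (1 mM final) in 50 mM citrate/phosphate pH 5.0, 0.01% Tween-20; 40 min at 37 C. Stopped at pH 10; 4-MU fluorescence Ex 365/Em 440 nm; AC50 by Hill fit.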
GLA spleen mod: inhibitors or activators of human alpha-galactosidase in spleen homogenate; human spleen homogenate, 4MU-alpha-Gal fluorescence, 40 min; 240,000 tested, 0.008% active; AID 2107; Potency, µM (series often up to 80 µM), for inactives: top-dose activity change, negative = inhibition, actives largely listed as inhibitors;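 further: 0% = enzyme with vehicle and -100% = no enzyme basal signal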
Target sequence (P06280 32-429 limits assumed): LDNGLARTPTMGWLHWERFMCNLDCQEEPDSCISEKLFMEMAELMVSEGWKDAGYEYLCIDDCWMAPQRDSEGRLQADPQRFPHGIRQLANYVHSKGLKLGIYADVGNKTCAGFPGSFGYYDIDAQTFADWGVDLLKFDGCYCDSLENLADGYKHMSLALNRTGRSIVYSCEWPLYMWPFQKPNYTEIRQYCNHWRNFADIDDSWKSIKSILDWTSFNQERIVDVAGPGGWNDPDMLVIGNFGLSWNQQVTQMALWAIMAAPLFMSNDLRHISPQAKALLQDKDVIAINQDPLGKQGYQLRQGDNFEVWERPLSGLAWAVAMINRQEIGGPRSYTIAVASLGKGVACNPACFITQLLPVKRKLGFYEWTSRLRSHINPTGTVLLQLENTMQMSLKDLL
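Human spleen homogenate (1 ug) was the enzyme source, with 4-methylumbelliferyl-alpha-D-galactopyranoside (1 mM final) in pH 5.0 citrate buffer with 0.01% Tween-20. Compounds were titrated; after 40 min at 37C, NaOH/glycine stop, 4-MU fluorescence read; AC50 from Hill fits.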
GAA glycogen: GAA glycogen-cleavage inhibition or activation. P10253. recombinant GAA, glycogen substrate, Amplex Red glucose oxidase fluorescence. Potency, µM (top dose mostly 76.4 µM), inactives show at the top dose activity change, negative = inhibition, usual class: inhibitors. 300,000 tested, 0.38% active. AID 2100;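 further: 0% = full enzyme reaction and -100% = no-enzyme basal signal; the screen sought inhibitors and activators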
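Recombinant enzyme (4 nM final) with compounds titrated up to 77 uM and bovine liver glycogen (30 ug) in citrate pH 5.0, 0.01% Tween-20, 37 C 40 min. Released glucose detected by Amplex Red/glucose oxidase (Ex 573/Em 610); AC50 from Hill fits.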
Epigenetic derep: epigenetic control regulation, reporter derepression; murine LDR cells, GFP reporter derepression, 30 h; Potency, µM (doses to about 53.9 µM), for inactives: top-dose GFP activation, most hits filed as activators; 280,000 tested, 0.2% active; AID 1865; further: % of control where 0% means no effect; nearly all actives have a fitted effect of over 60% in size
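In this reporter-derepression format, murine cells bearing a silenced integrated CMV-GFP locus incubate with test compound (30 h, 37 C), then are washed and imaged; fluorescent objects of 20–120 um count as induced cells.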
GAA inh: inhibitors of human lysosomal alpha-glucosidase. P10253. purified human GAA, 4-MU-alpha-glucoside fluorescence. Potency, µM (top dose mostly 76.9 µM), without a hit: at the top dose activity change, negative = inhibition, hits mostly inhibitors. 200,000 tested, 0.005% active;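 further: plate controls were uninhibited enzyme wells for no effect and no-enzyme background for full effect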
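AC50 values come from Hill fits of compound titrations (up to 77 uM) against 4 nM human enzyme. Substrate 4-methylumbelliferyl-alpha-D-pyranoside at 400 uM, pH 5.0 citrate buffer, 20 min room temperature; fluorescence Ex 365/Em 440 after alkaline stop.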
ALDH1A1 block: ALDH1A1 (human) enzyme inhibition | P00352 | Purified ALDH1A1, NADH fluorescence, propionaldehyde substrate | 220,000 tested, 7.3% active | Potency, µM (top dose mostly 75.3 µM), inactives show top-dose activity, negative = inhibition, hits mostly inhibitors | AID 1030; active means well fitted inhibition curve with a large enough effect, not every such curve was filed as active; inconclusive means small, poorly fitted or top-dose-only effect, or another doubt; inactive means no such curve, though single readings can be large or run the other way;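 further: plate controls were no enzyme wells and a reference inhibitor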
Tau fluor cs: counter-screen for tau fibril formation inhibitors; tau K18 P301L (four-repeat tau fragment) Alexa594 fluorescence, heparin fibrillization; Potency, µM (series often up to 57.7 µM), for inactives: top-dose activity change, negative = decrease; 280,000 tested, 0.93% active; AID 1463; further: on the % scale 0 is the no-effect control and ±100 the full control effect; nearly all actives have a fitted effect of over 55% in size
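Human K18 P301L tau (15 uM unlabeled plus 0.24 uM Alexa 594-labeled, final) in 100 mM sodium acetate pH 7 was mixed with compound and 20 uM heparin and incubated 6 hr at 37 C.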
* hit, by the source's call; ? = inconclusive; . = not tested or not shown; [ ] = another dose, or the depositor's remark. Unless noted, the call rests on the fitted dose curve; in most records, active means well fitted curve in the direction sought with a large enough effect; inconclusive means small, poorly fitted or top-dose-only effect, or another doubt; inactive means no such curve, though single readings can be large; an effect the other way counts as inactive or inconclusive. Potency means the concentration at half of the fitted maximal effect. An excerpt; count on the stated rates, not on these rows.

SMILES | NPSR antagonist | aGlu spleen mod | GLA spleen mod | GAA glycogen | Epigenetic derep | GAA inh | ALDH1A1 block | Tau fluor cs
COc1ccc(C2CC(=O)N(CC(=O)NCC3CCCO3)c3ccccc3S2)cc1 (stereo unspecified) | -1% | 3% | 2% | -2% | 1.2% | ? | -6% | -13%
CC(C)c1ccccc1-n1cc[nH]c1=S | 10% | -2% | 3% | 5% | -3.0% | 0% | 10µM* | 1%
O=C(C1=C[C@H](c2ccccc2)C[C@H](OCc2ccc(CO)cc2)O1)N1CCN(Cc2ccc3c(c2)OCO3)CC1 | ? | 5% | 0% | 7% | 1.7% | . | 11% | -5%
Cc1ccccc1S(=O)(=O)Nc1cccnc1 | -14%[46.1 µM] | -2% | 0% | 2% | 2.3% | -3% | ? | -6%
CCOc1ccc(C(=O)NCC(=O)OCC(=O)Nc2ccc(C)c(S(=O)(=O)N(C)C)c2)cc1 | -2% | 1% | -3% | 4% | -2.9% | 5% | ? | -14%
COCCn1c(SCC(=O)Nc2ncc(Cl)c(C)c2Cl)nc2ccccc21 | -21%[46.1 µM] | -4% | -4% | -4% | -1.0% | -8% | -7% | -11%
S=c1[nH]nc2n1CCCN2 | -13% | 7% | 9% | -30% | -1.6% | . | . | -5%
O=C(O)CC/C(=N/NC(=O)CNC(=O)C(c1ccccc1)c1ccccc1)c1ccccc1 | -1% | -1% | -2% | 8% | 0.0% | 3% | 0% | -1%
COc1ccc2[nH]c(O)c(N=NC(=N)N)c2c1 | -31% | -3% | -1% | 13% | 1.9% | 0% | 0% | -8%
CCc1c(C)sc(NC(=O)c2ccc(Br)o2)c1C(=O)OC | ? | -1% | 0% | -7% | 8.4% | 0% | ? | -13%
CCc1ccc[n+](-c2[nH]c(=O)sc2/C=N/N=C(\N)[O-])c1 | -7% | -1% | -3% | -11% | 5.1% | . | . | -18%
COc1cccc(NC(=O)CCC(=O)Nc2cccc(OC)c2)c1 | 5% | -2% | 5% | -5% | 4.8% | 0% | -9% | 4%
Cn1c(-c2ccccc2O)cc2ccccc21 | -9%[46.1 µM] | 1% | -2% | -14% | 2.3% | 1% | ? | ?
COCCCNC(=S)N(Cc1ccccc1)Cc1nc2ccccc2c(=O)[nH]1 | 11% | -13% | 5% | -4% | -3.2% | -22% | ? | -8%
CC(C)c1ccc(CNCc2ccccc2)cc1 | -6%[46.1 µM] | -8% | 0% | 8% | 0.9% | -11% | -4% | 0%
CCOC(=O)N1CCN(C(=O)CCc2c(C)nc3nc(C)nn3c2C)CC1 | -1%[46.1 µM] | 4% | 12% | 9% | 1.0% | -6% | -12% | -6%
CCC1CCCCN1C(=O)CSc1nnc(-c2ccc(Cl)cc2)o1 (stereo unspecified) | -9%[46.1 µM] | 2% | 1% | -10% | 1.0% | 2% | 5% | -10%
COC(=O)c1sccc1NC(=O)C1CC(C)=C(C)CC1C(=O)O (stereo unspecified) | 27% | -8% | -6% | -9% | 1.4% | -4% | 9% | -8%
CCCCc1c(C)nc2ccc(OC)cc2c1SCCC(=O)O | 0%[46.1 µM] | -4% | -1% | 8% | 1.9% | 7% | 12% | -14%
O=C(Cn1nnc(-c2ccccc2Cl)n1)N/N=C/c1ccc(-c2cccc(Cl)c2)o1 | -15% | -5% | -1% | 11% | 1.0% | 14% | ? | -29%
O=C(CN1C(=O)S/C(=C\C=C\c2ccccc2)C1=O)N1CCOCC1 | -24% | 0% | 5% | -12% | 3.9% | . | . | -10%
CC1CC2(CCCCC2)Nc2c1ccc1ccccc21 (stereo unspecified) | -2% | 4% | 22% | ? | -1.0% | 0% | ? | -28%
COC(C[C@@H]1O[C@@H]1[C@@H](O)[C@@H](C)OCc1ccccc1)OC | 15% | -2% | -4% | 5% | 14% | . | . | 2%
COc1ccc(CONc2ncnc3nonc23)cc1[N+](=O)[O-] | -1% | -5% | -3% | 0% | 9.6% | -4% | 14µM* | -8%
COc1ccc(C(=O)Nc2ccc(S(=O)(=O)Nc3cc(C)nc(C)n3)cc2)c(OC)c1 | -7%[46.1 µM] | -14% | 3% | -3% | -5.8% | -7% | ? | -4%

Arranged by SMILES length (smallest number first): part of the list above.
SMILES | NPSR antagonist | aGlu spleen mod | GLA spleen mod | GAA glycogen | Epigenetic derep | GAA inh | ALDH1A1 block | Tau fluor cs
Cn1c(-c2ccccc2O)cc2ccccc21 | -9%[46.1 µM] | 1% | -2% | -14% | 2.3% | 1% | ? | ?
Cc1ccccc1S(=O)(=O)Nc1cccnc1 | -14%[46.1 µM] | -2% | 0% | 2% | 2.3% | -3% | ? | -6%
COC(=O)c1sccc1NC(=O)C1CC(C)=C(C)CC1C(=O)O (stereo unspecified) | 27% | -8% | -6% | -9% | 1.4% | -4% | 9% | -8%
COCCCNC(=S)N(Cc1ccccc1)Cc1nc2ccccc2c(=O)[nH]1 | 11% | -13% | 5% | -4% | -3.2% | -22% | ? | -8%
CCc1ccc[n+](-c2[nH]c(=O)sc2/C=N/N=C(\N)[O-])c1 | -7% | -1% | -3% | -11% | 5.1% | . | . | -18%

Remaining list, next part
SMILES | NPSR antagonist | aGlu spleen mod | GLA spleen mod | GAA glycogen | Epigenetic derep | GAA inh | ALDH1A1 block | Tau fluor cs
Cc1c(N(C)C(=O)c2ccccc2F)c(=O)n(-c2ccccc2)n1C | 3%[46.1 µM] | 3% | 6% | -23% | -0.2% | 5% | 15% | 3%
CCN1CCN(c2ncc3c(n2)CC(c2cc(OC)c(OC)c(OC)c2)CC3=O)CC1 (stereo unspecified) | -3%[46.1 µM] | -5% | -1% | 2% | -1.0% | -6% | 1% | 5%
CN1CCC(N(C)CC(=O)Nc2ccc3c(c2)OC(F)(F)O3)CC1 | -27% | -3% | 5% | 3% | 5.4% | -10%[15.4 µM] | ? | -7%
COc1ccc(Cl)cc1-c1nc(SCC(=O)NC(C)C(C)C)n[nH]1 (stereo unspecified) | -8% | 9% | 10% | 5% | -0.5% | 1% | 7% | -14%
Cc1ccc(CNc2nc3ccccc3s2)s1 | 3%[46.1 µM] | -4% | -1% | -6% | 1.0% | -2% | 1% | -6%
CCOCC(O)CNC(=O)c1ccc(OC2CCN(C(=O)c3cccnc3)CC2)cc1 (stereo unspecified) | 11% | 3% | 17% | 6% | 3.2% | . | . | -19%
Cc1ccc(Cn2cnc3ccccc32)cc1C | 5% | 2% | 3% | -8% | 0.0% | 0% | -6% | -1%
COc1cc2nc(CC(C)C)n(NC(=O)c3ccccc3)c(=O)c2cc1OC | -10%[46.1 µM] | 3% | 6% | 2% | -1.8% | 10% | -2% | -3%
COc1ccc(CCNC(=O)CSc2nnc3ccc(-c4ccncc4)nn23)cc1 | 11% | . | 8% | -2% | -3.9% | 1% | 8% | -1%
Cc1cc(N2CCOCC2)nc2ccc(NC(=S)N3CCN(c4ccccc4)CC3)cc12 | -22% | 8% | 13% | -12% | 5.4% | ? | ? | -29%
Cc1oc2cc(O)ccc2c(=O)c1Oc1ccc2ccccc2c1 | 3%[46.1 µM] | ? | ? | 1% | 0.3% | ? | ? | ?
CSCCC(NC(=O)c1cc([N+](=O)[O-])ccc1Cl)C(=O)O (stereo unspecified) | 23% | -4% | 5% | 3% | -1.0% | 2% | 3% | 2%
O=C(NCCCn1ccnc1)C(=O)NCC1OCCCN1S(=O)(=O)c1ccc(F)cc1 (stereo unspecified) | 15% | . | -10% | 3% | -1.4% | -3% | -2% | 3%
CCOc1ccc(C(=O)NCc2ccccc2)cc1Br | 6% | 6% | -2% | -2% | -3.0% | -6% | ? | -7%
CCOC(=O)c1sc(Nc2nc3c(OC)cccc3s2)nc1C | ? | 0% | 12% | 3% | 1.0% | ? | ? | ?
O=C1CCC(=O)N1N1C(=O)C2C3c4ccccc4C(c4ccccc43)C2C1=O (stereo unspecified) | 8% | 0% | 1% | 1% | 0.9% | 3% | 4% | 3%
CCC(=O)Nc1c(C)nn(C(=O)CC)c1C | 17%[46.1 µM] | -1% | -1% | -4% | -0.3% | -4% | -8% | 0%
COc1ccc(/C=C(\C#N)C(=O)Nc2cc(S(=O)(=O)N3CCOCC3)ccc2N2CCCC2)cc1 | -5% | -10% | 9% | 11% | -1.8% | -14% | 10µM* | ?
O=C(NC(=S)Nc1nc(-c2ccccc2)cs1)c1ccco1 | -33% | -11% | 11% | -2% | -2.0% | 10% | 14µM* | -21%
Cc1cc(C)n2c(Nc3ccc4c(c3)OCCO4)c(-c3ccc(C)o3)nc2n1 | -23%[46.1 µM] | -15% | 4% | 18% | 0.8% | -11% | -2% | -25%
Cn1c(=O)c([N+](=O)[O-])c(N2CCN(Cc3ccc4c(c3)OCO4)CC2)c2ccccc21 | -32% | 6% | -7% | . | 0.0% | . | . | -11%
CC(Sc1ccc2c(c1)OCCO2)C(=O)Nc1ccc2c(c1)OCO2 (stereo unspecified) | -8%[46.1 µM] | -10% | -3% | -4% | -0.4% | -4% | 10µM* | -1%
CCC1C(=O)N=C(SCC(=O)Nc2cccc3ccccc23)NC1=O (stereo unspecified) | -3%[46.1 µM] | -3% | 1% | 4% | 0.0% | 1% | -4% | -6%
COc1ccccc1NC(=O)Nc1cc(C(C)C)ccc1C | 2% | -2% | -6% | 10% | 0.0% | . | . | 1%

Individual results from the entries so far:
GLA spleen mod result of `CCOCC(O)CNC(=O)c1ccc(OC2CCN(C(=O)c3cccnc3)CC2)cc1` (stereo unspecified) is entered as 17%
aGlu spleen mod result of `Cc1ccc(CNc2nc3ccccc3s2)s1` is entered as -4%
GLA spleen mod result of `CCOC(=O)c1sc(Nc2nc3c(OC)cccc3s2)nc1C` is entered as 12%
GAA inh result of `Cc1cc(C)n2c(Nc3ccc4c(c3)OCCO4)c(-c3ccc(C)o3)nc2n1` is entered as -11%
GLA spleen mod result of `COc1ccc(/C=C(\C#N)C(=O)Nc2cc(S(=O)(=O)N3CCOCC3)ccc2N2CCCC2)cc1` is entered as 9%
NPSR antagonist result of `CCC1C(=O)N=C(SCC(=O)Nc2cccc3ccccc23)NC1=O` (stereo unspecified) is entered as -3%[46.1 µM]
